# Compound activity (PubChem BioAssay)
# D1 antagonist = antagonists of human D1 dopamine receptor | actives 3.2% (n = 360,000) | HEK293 TREx D1 cells, calcium flux, dopamine EC80; stronger effect = lower value | activity change, negative = inhibition, % at 10 µM | AID 504652 | P21728; in the data active = activity change below about -30%; also: % is scaled to controls: 0 for no effect and ±100 for the full control effect
# Target sequence (P21728 whole entry, looked up): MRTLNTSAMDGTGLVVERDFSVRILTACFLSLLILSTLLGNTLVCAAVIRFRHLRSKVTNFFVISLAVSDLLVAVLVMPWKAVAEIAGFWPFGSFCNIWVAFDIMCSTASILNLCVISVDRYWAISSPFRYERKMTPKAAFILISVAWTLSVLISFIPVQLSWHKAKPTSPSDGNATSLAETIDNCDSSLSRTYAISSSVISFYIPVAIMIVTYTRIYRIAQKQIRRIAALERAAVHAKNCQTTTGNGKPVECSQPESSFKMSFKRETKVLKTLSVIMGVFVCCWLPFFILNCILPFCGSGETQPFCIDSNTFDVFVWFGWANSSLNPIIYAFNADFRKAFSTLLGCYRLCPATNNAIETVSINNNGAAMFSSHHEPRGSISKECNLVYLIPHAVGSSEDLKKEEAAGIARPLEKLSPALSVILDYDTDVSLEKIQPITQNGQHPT
#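 Calcium flux readout: force-coupled, inducible Hek293 Trex D1 line, cells induced overnight at 30 C with tetracycline, dye-loaded 30–90 min at RT. Antagonism scored against EC80 dopamine challenge given 180 s after compound.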
# D2 PAM = positively modulates the human D2 dopamine receptor allosterically | actives 0.34% (n = 340,000) | P14416 | potentiation, % at 10 µM | HEK293 T-REx D2, calcium flux, EC20 dopamine potentiation;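 active = potentiation over 3 SD above the plate norm, cut at about 30% in these data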; also: 0% is about no effect
#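 Primary screen. Calcium kinetics in induced HEK293 T-REx D2 cells: compound pre-addition 180 s, EC20 dopamine, 180 s more.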
# Vif-A3G inh = blocks the Vif interaction with human APOBEC3G; Q9HC16; HeLa A3G-eYFP + Vif (tagged APOBEC3G with the HIV-1 protein that degrades it), YFP fluorescence, overnight; Potency, µM (doses to about 46.1 µM), without a hit: at the top dose activity, negative = active, hits mostly inhibitors; actives 0.076% (n = 410,000);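 also: potency is read from the fitted curve at half-maximal effect; % is scaled to controls: 0 for no effect and ±100 for the full control effect; nearly all actives have a fitted effect of over 60% in size; hits raise eYFP signal because A3G escapes Vif-driven loss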
# Target sequence (Q9HC16 whole entry, looked up): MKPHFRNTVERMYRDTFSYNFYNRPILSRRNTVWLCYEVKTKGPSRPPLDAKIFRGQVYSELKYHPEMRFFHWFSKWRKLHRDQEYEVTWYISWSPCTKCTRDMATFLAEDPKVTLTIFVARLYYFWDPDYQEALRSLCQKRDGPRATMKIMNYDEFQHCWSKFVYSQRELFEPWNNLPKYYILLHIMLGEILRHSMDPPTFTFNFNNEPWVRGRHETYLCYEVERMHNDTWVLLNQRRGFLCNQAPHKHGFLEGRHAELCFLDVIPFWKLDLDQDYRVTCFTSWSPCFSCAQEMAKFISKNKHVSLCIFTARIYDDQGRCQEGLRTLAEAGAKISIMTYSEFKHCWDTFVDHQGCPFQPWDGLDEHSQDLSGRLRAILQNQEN
#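 HeLa cells stably expressing Vif and C-terminally eYFP-tagged A3G, seeded overnight at 37 deg C, then exposed to compound by pintool overnight at 37 deg C. Rise in yellow fluorescence (Ex 488/Em 500-530, Acumen) marks blocked Vif-driven A3G degradation.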
# Vif-APOBEC3F blk = Vif-A3F binding inhibition; HeLa A3F-eYFP + Vif (tagged APOBEC3F with the HIV-1 protein that degrades it), YFP fluorescence increase; Potency, µM (series often up to 46.1 µM), without a hit: top-dose activity, negative = active; actives 0.2% (n = 390,000); AID 602313; also: potency is read from the fitted curve at half-maximal effect; % of control where 0% means no effect; nearly all actives have a fitted effect of over 65% in size
#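 Fluorescence increase (Ex 488/Em 500-530) after overnight compound treatment at 37 deg C flags inhibition of Vif-driven A3F-eYFP loss in stable HeLa A3F-eYFP/Vif cells seeded overnight beforehand.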
# Glioma ERSR ind = induces the endoplasmic reticulum stress response in human glioma cells. U87-MG GRP78 promoter luciferase reporter, 16 h. Potency, µM, without a hit: top-dose activation, hits mostly activators. actives 0.02% (n = 420,000); also: potency is read from the fitted curve at half-maximal effect; series mostly up to about 76 µM; % of control where 0% means no effect; nearly all actives have a fitted effect of over 35% in size
#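 Stably transfected U87-MG human glioma cells carrying a GRP78-based luminescent sensor were seeded at 1000 cells/well, pin-dosed with compounds and incubated 16 h. Luciferase reagent was then added, and end-point luminescence was read after 10 min at room temperature.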
# RXFP1 ag = RXFP1 (human) receptor agonism | Q9HBX9 | HEK293T-RXFP1 cAMP TR-FRET, 30 min; response scale: percent of porcine relaxin response, buffer zero | actives 0.3% (n = 370,000) | Potency, µM (top dose mostly 57.5 µM), for the others: top-dose activation, actives largely listed as activators; also: potency is read from the fitted curve at half-maximal effect; % is scaled to controls: 0 for no effect and ±100 for the full control effect; nearly all actives have a fitted effect of over 60% in size; many of its hits are not listed in these tables
#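 HEK293 cells stably expressing RXFP1, treated 30 min at 37C with compounds plus PDE4 inhibitor Ro 20174; cAMP measured by HTRF TR-FRET. Normalized to buffer and 29 nM porcine relaxin; EC50 by Hill fit.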
# D1 ag = activates the human D1 dopamine receptor; HEK293 T-REx D1 cells, calcium flux, agonist mode; activation, % at 2 µM; actives 1% (n = 360,000); AID 504660; in the data active = activation above about 30%; also: 0% is about no effect
#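 Tetracycline-induced HEK293 TREx D1 cells, force-coupled to calcium signalling, were dye-loaded with a no-wash calcium kit. Compound was pin-added after a 10 s baseline. Fluorescence was read kinetically at 1 cycle/s for 180 s, with calcium rises flagged as agonism.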
# RXFP1 antag = blocks the human relaxin receptor RXFP1 | HEK293-RXFP1, relaxin-stimulated cAMP HTRF, 30 min; stronger effect = lower value | activity change, negative = inhibition, % at 57.5 µM | actives 0.59% (n = 350,000);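 active = activity change of -60% or lower, but not beyond a set lower limit; inconclusive = change between -60% and -40%, or beyond the set limit; inactive = change above -40%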; also: % is scaled to controls: 0 for no effect and ±100 for the full control effect
# D1 PAM = potentiators of human D1 dopamine receptor. P21728. HEK293 TREx D1 cells, calcium flux, dopamine EC20 potentiation. potentiation, % at 10 µM. actives 0.036% (n = 360,000). AID 504651; in the data active = potentiation above about 30%; also: 0% is about no effect
# The depositor's hits bear a star; ? = inconclusive; . = not tested or not shown. Unless noted, calls follow the shape of the dose curve; as a rule, active = well fitted curve in the direction sought with a large enough effect; inconclusive = small, poorly fitted or top-dose-only effect, or another doubt; inactive = no such curve, though single readings can be large; an effect the other way counts as inactive or inconclusive. Not all compounds are listed. The share of hits here may be higher or lower than overall.
# Start of the listing, in advance (3 entries):
(1) COc1ccc(Nc2c3c(nc4nncn24)CCC3)cc1Cl
(2) Fc1ccccc1C1c2cccn2CCN1C(=S)Nc1ccc(Br)cc1 (configuration not stated)
(3) Clc1ccccc1-c1ccc(/C=N/n2cnnc2)o1
assay / entry	1	2	3
D1 antagonist	-19	-7	-6
D2 PAM	-4	-3	10
Vif-A3G inh	-19%	-8%	-1%
Vif-APOBEC3F blk	-13%	2%	8%
Glioma ERSR ind	-3%	-4%	-3%
RXFP1 ag	7.0%	1.0%	3.2%
D1 ag	3	21	1
RXFP1 antag	0	-24	-7
D1 PAM	-2	-4	-4

# The whole of this part, from the first entry:
(1) COc1ccc(Nc2c3c(nc4nncn24)CCC3)cc1Cl
(2) Fc1ccccc1C1c2cccn2CCN1C(=S)Nc1ccc(Br)cc1 (configuration not stated)
(3) Clc1ccccc1-c1ccc(/C=N/n2cnnc2)o1
(4) Cc1ccc(CC(NC(=O)c2ccccc2)C(=O)NC(Cc2ccccc2)C(=O)O)cc1 (configuration not stated)
(5) COc1ccccc1C(=O)NC(C(=O)NCCc1nc2ccccc2[nH]1)=C(C)C
(6) CN(CCNC(=O)Cn1c(=O)sc2ccccc21)Cc1ccccc1
(7) Cc1cc(C)nc(Nc2n[nH]c(COc3cccc4ccccc34)n2)n1
(8) CCC1(C)Cc2c(sc3nc4n(c(=O)c23)CCS4)CO1 (configuration not stated)
assay / entry	1	2	3	4	5	6	7	8
D1 antagonist	-19	-7	-6	-3	-13	-24	-1	-14
D2 PAM	-4	-3	10	6	-3	-6	11	7
Vif-A3G inh	-19%	-8%	-1%	0%	-1%	-1%	?	-8%
Vif-APOBEC3F blk	-13%	2%	8%	-6%	1%	2%	-12%	-1%
Glioma ERSR ind	-3%	-4%	-3%	-4%	-5%	-4%	-6%	-4%
RXFP1 ag	7.0%	1.0%	3.2%	3.6%	0.4%	0.2%	0.2%	1.2%
D1 ag	3	21	1	1	3	3	0	1
RXFP1 antag	0	-24	-7	-11	2	-5	4	-15
D1 PAM	-2	-4	-4	2	2	-8	-3	-3

(9) O=C(COC(=O)c1cc(S(=O)(=O)N2CCOCC2)ccc1Cl)NC1CC1
(10) O=C(Cc1nc2ccccc2[nH]1)c1ccc([N+](=O)[O-])cc1
(11) COc1ccc(CC(=O)OCC(=O)N2CCCc3ccccc32)cc1
(12) O=c1c[n+]([O-])c2ccccc2n1OCc1c(F)cccc1F
(13) O=C(c1ccc(S(=O)(=O)N2CCCC2)cc1)N(Cc1ccco1)C1CCS(=O)(=O)C1 (configuration not stated)
(14) Cc1cc(C)c(C(=O)COC(=O)C2CC3CCCC(C2)C3=O)c(C)c1 (configuration not stated)
(15) COc1ccnc(Oc2ccccc2)c1C(=O)N/C=N/OCc1ccccc1
(16) OCCN1CCN(Cc2cccc(Oc3ccc(Cl)cc3)c2)CC1
assay / entry	9	10	11	12	13	14	15	16
D1 antagonist	0	16	-41*	-18	0	-5	-5	-6
D2 PAM	-11	-5	-7	5	-2	19	7	-17
Vif-A3G inh	0%	-2%	1%	?	0%	1%	-4%	1%
Vif-APOBEC3F blk	-10%	0%	-17%	-1%	-3%	-9%	1%	1%
Glioma ERSR ind	-8%	8%	-4%	-3%	-3%	-3%	-1%	3%
RXFP1 ag	-0.4%	2.7%	0.0%	0.0%	0.0%	-1.3%	-1.1%	-0.8%
D1 ag	0	4	4	4	3	14	1	8
RXFP1 antag	-1	-10	-1	-5	0	-25	-2	-5
D1 PAM	-5	6	-3	-1	-2	0	0	-1

(17) Cc1ccc(-n2ncc3c2CCCC3NC(=O)c2cnccn2)cc1C (configuration not stated)
(18) CCOC(=O)c1cc(NC(=O)Nc2cc(C)ccn2)c(C)nc1C
(19) COc1ccc([C@H]2CN(c3ccc(OC)cc3)C(=O)[C@@H]2CC(=O)Nc2ccc(Br)cc2)cc1
(20) COc1cc(/C=C2\CC/C(=C\c3cc(OC)c(OC)c(OC)c3)C2=O)cc(OC)c1OC
(21) COc1cccc(N(Cc2nnc3n2CCCCC3)C(=O)Nc2ccccc2F)c1
(22) Cc1cccc(NC(=O)C(C)SCc2nc3sc4c(c3c(=O)[nH]2)CCCC4)n1 (configuration not stated)
(23) CC(NC(=O)c1cccc(OC2CCN(C(=O)C3CC3)CC2)c1)c1ccc(F)cc1 (configuration not stated)
(24) CCN1C(=O)c2ccccc2S(=O)c2ccc(C(=O)NCc3ccccc3OC)cc21 (configuration not stated)
assay / entry	17	18	19	20	21	22	23	24
D1 antagonist	1	6	.	2	-3	-1	-7	-2
D2 PAM	14	2	.	8	9	16	12	-15
Vif-A3G inh	0%	1%	3%	-5%	2%	-5%	-1%	-4%
Vif-APOBEC3F blk	1%	-20%	1%	-27%	6%	-30%	2%	-6%
Glioma ERSR ind	-2%	3%	-5%	-4%	-1%	-3%	-3%	2%
RXFP1 ag	-4.3%	10%	.	0.9%	-2.4%	-0.3%	0.1%	1.4%
D1 ag	9	0	.	2	3	7	1	2
RXFP1 antag	-3	10	6	-2	-14	9	-17	.
D1 PAM	-2	0	.	-3	-4	-2	0	-1

(25) CC(=O)Nc1cccn(Cc2c(Cl)cccc2Cl)c1=O
(26) Cc1nc(SCC(=O)c2cccc([N+](=O)[O-])c2)n[nH]1
(27) Cc1cc(C)n(C(=O)COc2ccc([N+](=O)[O-])cc2)n1
(28) CCC1=NC(c2ccccc2OC)N(O)C1(C)C (configuration not stated)
(29) Cc1ccc(OCCSc2nc3ccccc3n2CC(=O)N2CCOCC2)cc1C
(30) COC(=O)c1ccccc1NC(=O)Nc1cc(C)ccn1
(31) Cc1cccc(NC(=O)CSc2nnc(CSc3nc(C)cc(C)n3)o2)c1
(32) O=C(Nc1cccc(C(F)(F)F)c1)c1noc2c1CCc1ccccc1-2
assay / entry	25	26	27	28	29	30	31	32
D1 antagonist	-4	4	-8	2	-13	-12	-4	1
D2 PAM	1	9	11	2	-6	.	-2	13
Vif-A3G inh	0%	-2%	-3%	1%	0%	3%	-1%	0%
Vif-APOBEC3F blk	4%	-4%	1%	-6%	-7%	3%	-20%	-9%
Glioma ERSR ind	8%	-12%	-3%	-2%	-2%	0%	-4%	-2%
RXFP1 ag	2.7%	2.2%	8.9%	-1.5%	1.2%	0.8%	3.1%	-2.0%
D1 ag	5	3	4	1	4	1	5	15
RXFP1 antag	0	-19	-10	32	.	3	-9	-14
D1 PAM	-4	0	-3	-6	-2	-1	0	-1

(33) CCOC(=O)/C(C#N)=N/Nc1c(S(=O)(=O)Cc2ccco2)csc1C(=O)OC
(34) CN(CC(=O)Nc1ccc(Cl)c(S(=O)(=O)N2CCOCC2)c1)C(=O)c1cccs1
(35) Cc1sc2nc(SCC(=O)Nc3ccc(S(N)(=O)=O)cc3)[nH]c(=O)c2c1C
(36) COc1ccccc1CN(C)C(=O)c1cccc(S(=O)(=O)N2CCCc3ccccc32)c1
(37) Cc1ccc(C)c(CN2C(=O)CSc3ccc(C(=O)NCC(C)CN4CCC(C)CC4)cc32)c1 (configuration not stated)
(38) COc1cccc(C(=O)Nc2cc3c(cc2N2CCCC2)n(C)c(=O)n3C)c1
(39) CCOc1ccc(-c2nc(-c3ccncc3)no2)cc1OCC
(40) CC(=O)c1ccc(NC(=O)c2cc(-c3ccc(C)s3)nc3ccccc23)cc1
assay / entry	33	34	35	36	37	38	39	40
D1 antagonist	9	-20	-10	-16	7	7	-7	-1
D2 PAM	0	-3	-1	5	-6	5	1	-6
Vif-A3G inh	1%	0%	-4%	1%	-4%	-2%	-1%	0%
Vif-APOBEC3F blk	-3%	-10%	-6%	-2%	-20%	-9%	-2%	3%
Glioma ERSR ind	-2%	3%	-5%	-1%	-5%	-3%	7%	0%
RXFP1 ag	-1.3%	1.7%	0.4%	0.6%	0.3%	0.0%	0.7%	6.7%
D1 ag	1	3	4	20	2	1	0	2
RXFP1 antag	6	5	-27	5	0	7	-2	.
D1 PAM	-1	-4	0	.	-4	-1	-3	-5

# Three compounds from above, sorted by the number in D1 antagonist, lowest first.
cpd	SMILES	D1 antagonist	D2 PAM	D1 ag	RXFP1 antag	D1 PAM
34	CN(CC(=O)Nc1ccc(Cl)c(S(=O)(=O)N2CCOCC2)c1)C(=O)c1cccs1	-20	-3	3	5	-4
35	Cc1sc2nc(SCC(=O)Nc3ccc(S(N)(=O)=O)cc3)[nH]c(=O)c2c1C	-10	-1	4	-27	0
39	CCOc1ccc(-c2nc(-c3ccncc3)no2)cc1OCC	-7	1	0	-2	-3

# Next entries
(41) CCCn1nnnc1SCC(=O)NNC(=O)c1ccco1
(42) Cc1ccc(-c2nc3sc(CCNC(=O)c4ccc(C)c(C)c4)c(C)n3n2)cc1
(43) CN(CC(=O)NCCN1CCOCC1)S(=O)(=O)c1ccc(F)cc1
(44) COc1ccc(N(CC(=O)Nc2cc(OC)cc(OC)c2)S(=O)(=O)c2c(C)noc2C)cc1
(45) C/C(=C/c1ccccc1)C(=O)N1CCN(c2ccc(F)cc2)CC1
(46) Nc1cccc(-c2nc3ccccc3[nH]2)c1
(47) COc1ccc(S(=O)(=O)NCc2cn3c(C)csc3n2)cc1F
(48) Fc1cccc2sc(Nc3nnc(-c4ccccc4)o3)nc12
(49) Cc1noc(C)c1CSc1ncnc2sc3c(c12)CCC3
(50) COc1ccc(/C=C2\CCc3ccccc3C2=O)c(OC)c1OC
(51) O=[N+]([O-])c1ccccc1/C=N/n1c(COc2ccccc2)n[nH]c1=S
assay / entry	41	42	43	44	45	46	47	48	49	50	51
D1 antagonist	7	.	28	4	-26	2	-49*	13	-6	-8	-6
D2 PAM	15	-2	.	-4	-3	-1	8	-7	0	3	9
Vif-A3G inh	-1%	2%	-3%	-1%	1%	1%	6%	-11%	.	2%	-1%
Vif-APOBEC3F blk	0%	-1%	-21%	-2%	-4%	-7%	0%	-17%	.	18%	-15%
Glioma ERSR ind	-3%	1%	-3%	0%	-1%	5%	-2%	1%	.	-5%	-2%
RXFP1 ag	2.2%	1.1%	1.0%	1.1%	1.7%	1.3%	2.5%	4.6%	1.2%	-0.5%	0.0%
D1 ag	1	-1	1	5	1	-1	3	1	3	3	4
RXFP1 antag	-16	.	5	.	12	-6	-1	-11	.	-28	-1
D1 PAM	-4	-1	2	-1	-5	-4	-2	-5	-4	-4	0
